# ERAP1 inh: ERAP1 (human) enzyme inhibition; Q9NZ08; 340,000 compounds, 0.15% hits; inhibition, % at 10.7 µM; recombinant ERAP1, Leu-AMC fluorescence, 60 min;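 active = mean replicate inhibition of at least 30%, or all replicates individually reaching that 30% level; inactive = mean below 30% and not every replicate reaching it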;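 note: 0% = neutral control wells and 100% = L-leucinethiol positive control wells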
# DENV2 CPE rescue: protects cells from dengue virus 2 cytopathic effect; AID 651640; 350,000 compounds, 1.7% hits; CPE inhibition, % at 9.99 µM; DENV2-infected cells, cytopathic effect rescue, plate reader; in the data active = CPE inhibition above about 20%, passing the limit was not always enough; inconclusive = no clear call, values can overlap the other calls; tested in BHK-21 cells;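 note: 0% = median of neutral control wells and 100% = median of positive control wells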
# Casp6 inh: blocks human caspase-6 cleavage activity. P55212. purified caspase-6, Z-VEID-R110 cleavage fluorescence. inhibition, % at 12.5 µM. 350,000 compounds, 0.53% hits. AID 686996;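 active = mean inhibition across replicates at least about 35%, with every replicate also reaching that limit, limit read from the data; inconclusive = only one of the two criteria met; inactive = neither criterion met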;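 note: 0% = median of neutral control wells and 100% = no fluorescence left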
# Target sequence (P55212 24-179 limits assumed): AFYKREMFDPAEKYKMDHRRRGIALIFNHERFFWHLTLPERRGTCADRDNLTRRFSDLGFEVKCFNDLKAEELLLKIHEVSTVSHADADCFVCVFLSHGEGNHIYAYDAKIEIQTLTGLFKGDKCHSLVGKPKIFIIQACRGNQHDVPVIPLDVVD
# Target sequence (P55212 194-293 limits assumed): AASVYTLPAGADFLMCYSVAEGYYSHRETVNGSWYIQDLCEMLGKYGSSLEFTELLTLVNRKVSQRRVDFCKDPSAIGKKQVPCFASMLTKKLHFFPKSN
# ERp5 inh: ERp5 (human) disulfide isomerase inhibition; Q15084; ERp5 insulin aggregation, absorbance 650 nm, 90 min; inhibition, % at 9.99 µM; 350,000 compounds, 0.05% hits; AID 651711;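 active = mean replicate inhibition above about 25%, with every replicate also reaching it, limit read from the data, passing the limit was not always enough; inconclusive = only one of those two criteria met; inactive = neither criterion met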
# F508del corr: CFTR F508del correction in bronchial cells; AID 720511; activity (quench increase), % at 7.58 µM; CFBE cells, YFP halide quenching; stimulated with forskolin plus potentiator P3; % fluorescence drop versus neutral controls; 350,000 compounds, 0.36% hits;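 active = mean added fluorescence quench of at least 8% versus neutral control, with both replicates also reaching 8%; inconclusive = only one of the mean or replicate conditions met; inactive = mean below 8% and not both replicates reaching 8%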;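 note: cells transiently co-express mutant CFTR-F508del with the halide-sensitive YFP; corrector assay measuring rescue of mutant channel to the surface after 24 h compound exposure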
# SIRT5 inh: inhibitors of human sirtuin-5 desuccinylase; inhibition, % at 15 µM; Purified SirT5, succinyl-peptide AMC, trypsin-coupled fluorescence; 330,000 compounds, 1.1% hits; AID 652115; in the data active = inhibition above about 15%; inconclusive = no clear call, values can overlap the other calls
# Target sequence (Q9NXA8 whole entry, looked up): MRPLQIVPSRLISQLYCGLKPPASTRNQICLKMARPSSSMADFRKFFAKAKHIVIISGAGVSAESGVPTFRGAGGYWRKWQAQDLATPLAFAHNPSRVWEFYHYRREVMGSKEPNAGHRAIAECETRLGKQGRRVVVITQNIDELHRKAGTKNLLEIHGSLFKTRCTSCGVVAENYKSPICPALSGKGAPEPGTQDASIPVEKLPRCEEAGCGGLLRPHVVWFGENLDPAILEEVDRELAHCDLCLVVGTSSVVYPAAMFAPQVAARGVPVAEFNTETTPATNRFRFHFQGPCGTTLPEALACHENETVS
# miR-122 sensor: miR-122 inhibition in Huh7 cells | Huh7 miR-122 Renilla luciferase sensor, 48 h; neutral wells = 0, positive control = 100 | activation (reporter increase), % at 12.5 µM | 340,000 compounds, 0.3% hits;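 active = mean replicate activation score at least 90 and every replicate individually at or above 90; inconclusive = only one of the two criteria met; inactive = neither criterion met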;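 note: higher luciferase means less miR-122 activity so hits act as miR-122 inhibitors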
# * marks the source's active call; other numbers are inactive results; ? = inconclusive; · = not tested or not shown; & = joins results of further samples; [ ] = another dose, or the depositor's remark.
SMILES,ERAP1 inh,DENV2 CPE rescue,Casp6 inh,ERp5 inh,F508del corr,SIRT5 inh,miR-122 sensor
COc1ccc(C2Nc3ccccc3C(=O)N2NS(=O)(=O)c2ccccc2)cc1 (configuration not stated),-12,11,-1,0,2.1,-4,3
CC(C)N(CCCNC(=O)c1ccc(N2CCCC2=O)cc1)Cc1ccccc1,-1,-8,-5,?,-0.4,-1,·
OCCCCCCNc1ccc(CCO)cc1,·,?,0,-1,4.1,4,-1
N#Cc1cccc(-c2ccc(C3[C@H]4CNC[C@@H]3N4S(=O)(=O)c3ccc(F)cc3)cc2)c1 (some centres not stated),-2&5,-1&2,0&-1,2&10,4.1&0.3,-1&2,·
C[C@H]1CN([C@@H](C)CO)C(=O)c2cccc(NC(=O)C3CCCCC3)c2O[C@@H]1CN(C)S(=O)(=O)c1cccs1,1,0,-1,1,-0.7,2,12[16.7 µM]
COc1cc(S(=O)(=O)N2CCCCC2)ccc1NC(=O)c1ccccc1Cl,6,?,7,-7,-0.5,0,-4
C[C@H](CO)N1C[C@H](C)[C@@H](CN(C)Cc2ccc(C(F)(F)F)cc2)Oc2ccc(NC(=O)C3CCCCC3)cc2CC1=O,0,42*,-5,-7,3.6,3,8[16.7 µM]
COc1ccc(N2CCN(CC(=O)Nc3ccc(SC(F)F)cc3)CC2)cc1,-2,4,2,-3,1.7,-6,·
Cc1ccc(/C=N/NC(=O)c2ccc(N(C)S(=O)(=O)c3ccccc3)cc2)cc1,-2,6,2,5,-1.0,4,·
CCC(C(=O)NC(C)(C)C)N(Cc1ccco1)C(=O)CNS(=O)(=O)c1ccc(OC)cc1 (configuration not stated),-1,2,-1,7,-1.9,15,-2
COC(=O)c1ccccc1-c1ccc(/C=N/Nc2nc(N3CCCC3)nc(N3CCCC3)n2)o1,-4,17,-1,4,-2.1,·,-7
CCCNC(=O)c1ccc(N2CCC3(CC2)CC(c2cccc(Br)c2)=NO3)c(NC(=O)c2cccc(C)c2)c1,-5,-2,2,-3,2.1,2,-3
Cc1cc(NC(=O)/C=C/c2ccccc2)no1,0,7,2,-3,-2.2,5,·
CCCC(C)NC(=O)COC(=O)c1ccccc1SCC(=O)NC(C)CCC (configuration not stated),5,3,-4,-3,2.2,0,·
CCCNC(=O)N1CC(=O)N2[C@@H](CO)[C@H](c3ccc(-c4ccc(C)cc4)cc3)[C@@H]2C1,2,-5,1,-4,0.9,8,·
C[C@H](CO)N1C[C@H](C)[C@H](CN(C)C(=O)NC2CCCCC2)Oc2ccc(NC(=O)NC3CCCCC3)cc2CC1=O,2,-1,·,1,-0.4,5,-4[16.7 µM]
Fc1ccc2nc(-c3ccc(CN4CCC5(CC4)CNc4ccccc45)cc3)c(-c3ccccc3)nc2c1,-6,14,1,-1,-2.7,-2,·
COC(=O)c1ccccc1NC(=O)COC(=O)[C@H](C)NC(N)=O,-4,1,-3,-7,-1.5,-1,-1
CN(C)c1ccccc1-c1csc(N2CCC(C(N)=O)CC2)n1,-3,·,1,-8,-0.1,0,-5
Nc1nc(C(F)(F)F)c(Br)c(=O)n1N,-2,-4,-1,-2,0.4,0,·
COC1=CC(=O)C(C2CC(=O)c3c(O)cc(O)cc3O2)=CC1=O (configuration not stated),13,-5,44*,-8,-3.7,-1,·
COc1cc(/C=N/NC(=O)CNC(=O)c2ccco2)ccc1O,1,6,2,2,1.8,·,-7
CC(O)CNCCCOc1ccc(Cl)cc1C(C)(C)C (configuration not stated),3,-6,4,-1,-4.4,·,·
Cc1cccc(C)c1NC(=S)N(CCN(C)C)C(C)c1ccccn1 (configuration not stated),-1,-5,1,?,0.7,-5,·
COCCNC(=O)CCC1CCN(Cc2cccc(-c3ccc(C)o3)c2)CC1,0,-5,-54,2,-2.3,-1,-1
Cc1ccccc1C(OCC(O)CN1CCN(CCO)CC1)c1ccccc1 (configuration not stated),6,0,-1,1,2.2,-5,-6
COCCn1c(C)cc(C(=O)CN2C(=O)NC3(CCCCCC3)C2=O)c1C,0,-5,7,-2,2.9,0,-12
O=C(CC1CCCC1)Nc1cc(C(F)(F)F)ccc1-n1cncn1,-1,-2,-17,-4,-1.9,-5,16
CS(=O)(=O)N1Cc2ccccc2CC1C(=O)O (configuration not stated),0,-7,6,-1,0.6,-3,-7
CC(=O)N(C)C[C@@H]1Oc2cc(-c3cncnc3)ccc2S(=O)(=O)N([C@@H](C)CO)C[C@@H]1C,-1,6,-4,7,-3.7,-6,-2[16.7 µM]
Cc1cc(C)c2nc(SCC(=O)Nc3cc(C)on3)c(C)cc2c1,-4,?,0,-3,1.7,-1,6
O=C(NC1CCCCCC1)c1cccnc1Sc1ccccc1,-9,-1,-3,-8,·,2,·
COCC(=O)N(C)C[C@H]1Oc2cc(C#CCN(C)C)ccc2S(=O)(=O)N([C@H](C)CO)C[C@@H]1C,-4,-1,0,1,4.1,-3,-2[16.7 µM]
O=C(COc1ccc(Br)cc1)Nc1nc(-c2cccnc2)cs1,-2,-1,0,1,0.5,-8,11
Cc1cccc(C)c1OCc1nnc(NC(=O)CSc2ccc(Cl)cc2)s1,1,-6,-2,-3,·,-1,0
C[C@@H]1CCCCO[C@H](CN(C)S(=O)(=O)c2ccccc2)[C@@H](C)CN([C@H](C)CO)C(=O)c2cc(NC(=O)Nc3cccc4ccccc34)ccc2O1,-4,-2,0,-4,1.9,-1,13[16.7 µM]
On1c(-c2ccccc2)nc2ccccc21,·,-6,3,-6,-1.1,0,·
CCc1nc2sc3c(O)cc(=O)[nH]c3c2cc1C,-2,2,3,16,1.5,0,3
CCOC(=O)CN(C(=O)COC(=O)C1(c2ccccc2)CC1)c1ccc(F)cc1,-4,-3,2,-1,2.3,1,·
CCOC(=O)N1CCC(N2C(=O)c3ccccc3C2Nc2ccc3c(c2)OCCO3)CC1 (configuration not stated),·,8,0,7,-1.0,·,·
CCNC(=O)C[C@@H]1CC[C@@H](NC(=O)C2CCOCC2)[C@@H](CO)O1,0,1,-2,-2,1.9,-1,·
CC(C)(C)n1nnnc1C(c1cccs1)N1CCCC2(CCCCC2)C1 (configuration not stated),1,2,-1,-2,-0.2,3,·
CC(C)NC(=O)N1[C@@H]2CN(C(=O)Nc3ccc(F)cc3)c3ccccc3[C@@H]2[C@@H]1CO,-1,8,2,-1,-3.1,4,-11[16.7 µM]
CCN(CC)CCC#CC(O)(c1ccccc1)C1CCCCC1 (configuration not stated),-1,-4,-1,20,-0.8,0,·
Cc1ccccc1-c1cc(C(=O)NCc2cccc(C(F)(F)F)c2)n(CC2CC(c3cccnc3)=NO2)n1 (configuration not stated),-2,-1,2,7,5.0,0,28
CC(=O)Nc1ccc(NC(=O)c2ccccc2CCc2ccccc2)cc1,2,1,1,-8,-6.2,-5,·
CCOc1ccccc1NC(=O)NC1(C(=O)NCc2cccnc2)CCCCC1,1,3,11,-1,-3.4,1,·
COC(=O)c1cc(OC)c(OC)cc1NC(=S)NC(=O)c1ccco1,3,5,-1,0,7.4,-3,-1
CCOC(CNC(=O)C(=O)NCC(c1ccco1)N1CCN(c2ccc(OC)cc2)CC1)OCC (configuration not stated),1,1,-5,-2,0.7,-4,·
COc1cccc(N2C(=O)C3CCCN3C2c2cccs2)c1 (configuration not stated),-1,-7,2,1,·,-2,-4
O=c1[nH][nH]c(-c2ccccc2O)c1C(C[N+](=O)[O-])c1cccc(Cl)c1 (configuration not stated),0,1,-2,-3,·,-1,·
COc1ccc(CN(C)C(=O)c2ccc(NS(=O)(=O)c3ccc4[nH]c(=O)[nH]c4c3)cc2)c(OC)c1OC,1,5,3,-10,4.9,-1,1
Cc1cc(NC(=O)CSCC(=O)N2CCN(c3ccccc3)CC2)no1,-2,-4,1,8,2.7,3,4
N=C1/C(=C/c2ccc(-c3cccc(C(=O)O)c3)o2)C(=O)N=C2SC=C(c3ccccc3)N12,0,-4,-2,4,-3.4,-5,·
CCC(NC(=O)c1ccccc1NC(=O)c1ccccc1)C(=O)NNC(=O)CSc1nc2ccccc2o1 (configuration not stated),4,·,0,1,1.2,1,·
Fc1ccc(CSc2nnc3ccccn23)c(Cl)c1,-3,3,-1,?,0.6,7,-4
CO[C@H](CN(C)C(=O)C1CCOCC1)[C@@H](C)CN(C(=O)Nc1ccc(F)cc1)[C@@H](C)CO,0,-2,1,-3,-2.1,4,·
Cc1ccccc1C(=O)c1cn[nH]c1-c1ccccc1O,4,8,-1,-1,0.2,7,1
O=C(C[C@H]1C=C[C@@H](NC(=O)NC2CCCCC2)[C@@H](CO)O1)NCc1ccc(Cl)cc1,-6,1,2,-5,0.1,-2,·
COc1ccc(NC(=O)C(=O)NNC(=O)COc2ccc(Cl)cc2)c(OC)c1,-2,14,-2,7,1.4,2,-2

# Of the compounds above, ten contain an aryl methoxy group:
SMILES,ERAP1 inh,DENV2 CPE rescue,Casp6 inh,ERp5 inh,F508del corr,SIRT5 inh,miR-122 sensor
COc1ccc(C2Nc3ccccc3C(=O)N2NS(=O)(=O)c2ccccc2)cc1 (configuration not stated),-12,11,-1,0,2.1,-4,3
COc1cc(S(=O)(=O)N2CCCCC2)ccc1NC(=O)c1ccccc1Cl,6,?,7,-7,-0.5,0,-4
COc1ccc(N2CCN(CC(=O)Nc3ccc(SC(F)F)cc3)CC2)cc1,-2,4,2,-3,1.7,-6,·
CCC(C(=O)NC(C)(C)C)N(Cc1ccco1)C(=O)CNS(=O)(=O)c1ccc(OC)cc1 (configuration not stated),-1,2,-1,7,-1.9,15,-2
COc1cc(/C=N/NC(=O)CNC(=O)c2ccco2)ccc1O,1,6,2,2,1.8,·,-7
COC(=O)c1cc(OC)c(OC)cc1NC(=S)NC(=O)c1ccco1,3,5,-1,0,7.4,-3,-1
CCOC(CNC(=O)C(=O)NCC(c1ccco1)N1CCN(c2ccc(OC)cc2)CC1)OCC (configuration not stated),1,1,-5,-2,0.7,-4,·
COc1cccc(N2C(=O)C3CCCN3C2c2cccs2)c1 (configuration not stated),-1,-7,2,1,·,-2,-4
COc1ccc(CN(C)C(=O)c2ccc(NS(=O)(=O)c3ccc4[nH]c(=O)[nH]c4c3)cc2)c(OC)c1OC,1,5,3,-10,4.9,-1,1
COc1ccc(NC(=O)C(=O)NNC(=O)COc2ccc(Cl)cc2)c(OC)c1,-2,14,-2,7,1.4,2,-2

# Part of the list above, tab-delimited.
SMILES	ERAP1 inh	DENV2 CPE rescue	Casp6 inh	ERp5 inh	F508del corr	SIRT5 inh	miR-122 sensor
COCCn1c(C)cc(C(=O)CN2C(=O)NC3(CCCCCC3)C2=O)c1C	0	-5	7	-2	2.9	0	-12
O=C(C[C@H]1C=C[C@@H](NC(=O)NC2CCCCC2)[C@@H](CO)O1)NCc1ccc(Cl)cc1	-6	1	2	-5	0.1	-2	·
CCNC(=O)C[C@@H]1CC[C@@H](NC(=O)C2CCOCC2)[C@@H](CO)O1	0	1	-2	-2	1.9	-1	·

# Compound activity from PubChem BioAssay.
